# 697 NFkB inh: inhibitors of PMA/ionomycin-induced NF-kB reporter, 697 cells, primary screen, B-cell NF-kB inhibitor project, cell-based, luminescence, uHTS; 697 B-cell NF-kB luciferase reporter, 16 h; inhibition, % at 4 µM; 0.33% of 330,000 active; in the data active = inhibition above about 35%
# SENP8 inh: SENP8 protease inhibitors, primary screen, biochemical, luminescence. Sentrin-specific protease 8 (Homo sapiens), Q96LD8. purified SENP8, Z-RLRGG-aminoluciferin cleavage. inhibition, % at 10 µM. 1.2% of 330,000 active. AID 2540, 2010
# Target sequence (Q96LD8 whole entry, looked up): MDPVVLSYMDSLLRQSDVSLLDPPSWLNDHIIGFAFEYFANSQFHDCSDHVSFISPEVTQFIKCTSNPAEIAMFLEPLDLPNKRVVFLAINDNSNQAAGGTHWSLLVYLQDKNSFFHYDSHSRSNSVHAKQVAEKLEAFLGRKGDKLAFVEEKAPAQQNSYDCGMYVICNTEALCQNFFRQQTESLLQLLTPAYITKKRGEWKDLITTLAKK
# SENP7 block: SENP7 protease inhibitors, primary screen, biochemical, luminescence, uHTS. inhibition, % at 5 µM. recombinant SENP7, Z-RLRGG-aminoluciferin luminescence, 40 min. AID 434973, 2010. 1.5% of 330,000 active. Sentrin-specific protease 7 (Homo sapiens), Q9BQF6;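 active = inhibition above about 50% at the single test dose, limit read from the data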;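 also: plate controls were DMSO with enzyme for no effect and no enzyme buffer wells for full effect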
# Target sequence (Q9BQF6 706-1050 limits assumed): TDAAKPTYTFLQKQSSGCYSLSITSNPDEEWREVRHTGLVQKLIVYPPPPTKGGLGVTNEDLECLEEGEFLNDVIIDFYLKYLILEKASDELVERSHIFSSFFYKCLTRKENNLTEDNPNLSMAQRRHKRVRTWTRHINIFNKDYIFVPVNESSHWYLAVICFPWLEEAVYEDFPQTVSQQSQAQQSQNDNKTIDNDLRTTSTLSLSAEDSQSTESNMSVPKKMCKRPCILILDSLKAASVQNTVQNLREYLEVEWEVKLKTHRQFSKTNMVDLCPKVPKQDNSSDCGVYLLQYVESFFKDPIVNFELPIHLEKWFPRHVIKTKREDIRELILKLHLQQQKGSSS
# Jurkat NFkB inh: inhibitors of induced NF-kB luciferase reporter, primary screen, TCR NF-kB activation inhibitor project, cell-based, luminescence, uHTS | Jurkat, PMA/ionomycin-induced NF-kB luciferase reporter | inhibition, % at 4 µM | 0.53% of 330,000 active | AID 435003, 2010
# Apaf1 inhib: inhibitors of human Apaf-1 apoptosome, primary screen, biochemical, DEVD-Rh110 fluorescence, uHTS; reconstituted apoptosome caspase-3 activity; 0.71% of 330,000 active; Apoptotic protease-activating factor 1 (Homo sapiens), O14727; inhibition, % at 20 µM; active = inhibition of at least 40% at 20 µM;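 also: plate controls were DMSO wells for no effect and DEVD-CHO caspase inhibitor wells for full effect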
#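 Material: reconstituted apoptosome with Apaf-1, cytochrome c, caspase-9, procaspase-3, dATP. Technique: Rh110 fluorescence intensity. Buffer or medium: pH 7.5 Hepes buffer with CHAPS, BSA, DTT. Times: 30 min plus 50 min, RT.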
# HKDC1 inh: HKDC1 hexokinase inhibitors, primary screen, biochemical, fluorescence, uHTS | recombinant HKDC1, G6PDH/diaphorase resazurin coupled fluorescence | Q2TB90 | 0.16% of 340,000 active | inhibition, % at 20 µM;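 active = inhibition above about 35% when tested at 20 µM, limit read from the data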;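 also: plate controls were DMSO wells with enzyme for no effect and DMSO wells lacking enzyme for full effect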
#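 System: Recombinant HKDC1 hexokinase | Amount: HKDC1 at 5 µg/mL | Reagent: Glucose with 1 mM ATP | Doses: Single 20 µM dose | Incubation: Reaction time 90 min, room temperature, protected from light | Signal: Coupled resazurin fluorescence, excitation 525 nm, emission 613 nm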
# UBC13 inh: UBC13 polyubiquitin chain formation inhibitors, primary screen, biochemical, TR-FRET, uHTS; Ubiquitin-conjugating enzyme E2 N (Homo sapiens), P61088; inhibition, % at 20 µM; 0.47% of 330,000 active; in the data active = inhibition above about 45%, passing the limit was not always enough
# Target sequence (P61088 whole entry, looked up): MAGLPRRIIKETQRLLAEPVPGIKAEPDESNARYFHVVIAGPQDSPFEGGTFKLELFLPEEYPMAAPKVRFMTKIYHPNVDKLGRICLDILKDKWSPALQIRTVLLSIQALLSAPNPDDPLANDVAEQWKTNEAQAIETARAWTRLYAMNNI
# Gli-Sufu block: Gli-Sufu pathway antagonists, primary screen, luciferase luminescence, Sufu-KO-LIGHT cells, uHTS; Sufu-KO-LIGHT fibroblasts, Gli luciferase reporter luminescence; inhibition, % at 5 µM; 0.74% of 340,000 active; AID 588413, 2011;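 active = inhibition above about 55%, limit read from the data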;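 also: 0% = DMSO-treated cells and 100% = wells with medium but no cells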
# An asterisk follows results filed as active. Rule as the data show it, unless noted: active = inhibition above about 50%; inactive = the rest.
SMILES,697 NFkB inh,SENP8 inh,SENP7 block,Jurkat NFkB inh,Apaf1 inhib,HKDC1 inh,UBC13 inh,Gli-Sufu block
O=C1OCCC1Sc1nc2ccccc2[nH]1 (centres undefined),10.6,-11.4,1.9,-9.8,-8.4,0.6,1.6,-2.6
CN1CCN(c2ccc(S(=O)(=O)N3CCCCC3)cc2NC(=O)c2ccc(C#N)cc2)CC1,-23.4,1.7,2.2,10.1,6.6,0.7,9.3,-3.2
COc1ccc(/C(=N/O)C(C)(C)NO)cc1,2.5,-14.5,-9.0,-5.8,9.3,-8.5,-10.0,2.5
Brc1ccc(CSc2ccc(-c3ccco3)nn2)cc1,-23.2,-2.4,-10.8,-15.2,9.2,-3.6,-11.9,-40.4
COc1cccc(N2CCN(c3nc(C)cc(C)c3C#N)CC2)c1,-21.6,-6.6,-6.7,-18.7,18.2,-3.3,8.9,-0.1
CCN(CC)C(=O)Oc1ccc2c(c1)O/C(=C\c1ccco1)C2=O,-8.9,-9.7,-6.1,-18.4,19.8,6.4,-13.9,-24.9
COC(=O)c1sccc1NC(=O)c1cc2c(s1)CCCC2,-34.3,29.3,55.5*,-8.9,2.6,2.4,45.9*,22.5
CN(C)CC1CCCCC1OC(=O)/C=C/c1ccc(Cl)cc1Cl (centres undefined),14.6,-6.9,-1.1,-10.7,5.2,-0.1,9.5,-0.8
CC(=O)N1CCN(Cc2nc3cc(NC(=O)NC4CCCCC4)ccc3n2C)CC1,7.6,0.9,3.5,1.2,-10.5,-1.1,7.1,-4.6
CC1CCCCC1NC(=O)Cn1c(CN2CCCCC2)nc2ccccc2c1=O (centres undefined),-13.8,2.8,8.6,-10.8,10.3,-8.0,0.5,-6.4
COc1ccc(/C=C(\C#N)C(=O)Nc2cccc(C)n2)cc1,-4.9,50.7*,36.2,-4.8,9.0,-0.8,-3.0,3.0
CC1(C)C(=O)Nc2ccccc2N1C(=O)Cn1ncc(Cl)c(Cl)c1=O,-20.7,-3.3,4.0,23.7,3.5,-2.9,-0.6,2.6
Cc1cccc(C)c1NC(=O)/C(C#N)=C/c1ccsc1,11.2,-2.7,-5.9,6.1,-2.5,0.3,3.7,0.3
O=C(C1CC(=O)N(c2ccc(F)cc2)C1)N1CCC(c2nc3ccccc3[nH]2)CC1 (centres undefined),-11.3,-1.4,11.4,-1.5,-1.5,-2.7,-1.9,-6.1
O=C(CSc1nc2ncc(Br)cc2[nH]1)c1ccc([N+](=O)[O-])cc1,1.5,-5.5,-1.4,2.0,4.7,11.2,-13.8,14.1
Cn1cnc([N+](=O)[O-])c1Oc1cccc(O)c1,-1.0,1.2,1.6,10.6,-2.1,-5.8,6.8,1.3
COc1ccc(Cl)cc1NC(=O)CN(C)C(=O)c1cc(=O)c2ccccc2o1,2.9,0.0,8.2,0.2,-6.3,-4.1,11.2,-13.6
O=C(NNC1=NCCCCC1)Nc1cccc(Cl)c1,-42.6,-10.9,-9.1,-70.5,0.8,-2.4,-6.2,-46.5
CC[C@@]1(C(=O)OC)N[C@H](CN(C)C(=O)COc2ccccc2)[C@@H]2C(=O)N(Cc3ccccc3)C(=O)[C@@H]21,-16.1,-17.4,-4.8,-9.2,8.8,-1.4,-3.7,-29.1
CCC1=C(c2cc(OC)c(OC)c(OC)c2)C2(CCCC2)C(=O)O1,-3.1,-11.5,-11.6,1.2,15.0,-1.9,8.0,2.0
Cc1ccc2cc3cc(C(=O)NC4CCCCC4)oc3nc2c1,-76.1,-7.3,10.4,-41.6,3.4,0.2,4.4,-62.2
CC(C)CC(=O)Nc1cccc(-c2nc3ncccc3o2)c1,-18.6,-0.9,-5.2,-28.5,1.6,-9.0,3.4,-8.7
COc1cc(F)ccc1S(=O)(=O)N1CCN(C23CC4CC(CC(C4)C2)C3)CC1,13.0,-1.9,-1.7,-6.4,3.5,-2.7,-3.0,8.5
COc1ccc(N(C(C)C(=O)N/N=C/c2cccnc2)S(C)(=O)=O)cc1 (centres undefined),8.6,4.7,2.1,20.1,-6.4,-7.4,4.3,1.1
O=C(Cn1cc(C(F)(F)F)cc(Cl)c1=O)Nc1cc(S(=O)(=O)N2CCOCC2)ccc1Cl,17.2,0.4,5.2,-0.1,4.4,11.1,1.4,-2.9

# Later entries.
SMILES,697 NFkB inh,SENP8 inh,SENP7 block,Jurkat NFkB inh,Apaf1 inhib,HKDC1 inh,UBC13 inh,Gli-Sufu block
ONC(=Nc1ccccc1)c1ccccc1Cl,2.5,0.7,-1.8,-0.7,6.1,-1.1,2.7,0.4
CC1CCCCC12NC(=O)N(CC(=O)NCCc1ccc(S(N)(=O)=O)cc1)C2=O (centres undefined),-3.6,-10.6,-1.1,6.0,-9.7,-6.2,-2.8,3.3
COc1ccccc1C1SCCN1S(C)(=O)=O (centres undefined),21.8,-5.9,-2.9,3.0,-3.1,-1.4,-5.6,-13.0
CCOc1ccc(S(=O)(=O)N2CCC(C(=O)NCC(=O)Nc3cccc(Cl)c3C)CC2)cc1,25.2,3.2,-2.9,22.2,-0.5,-3.5,10.9,-2.0
CCOC(=O)C1C(=O)CC(C)(O)C(C(=O)OCC)C1c1ccccc1 (centres undefined),16.4,-4.0,-4.6,21.1,8.9,6.6,-6.2,1.1
CC(C)(C)c1cc(NC(=O)COc2ccc(Br)cc2)n(-c2ccccc2)n1,18.7,0.6,9.1,9.8,18.2,4.3,0.8,8.5
O=C(NC(=S)Nc1ccc2[nH]ncc2c1)c1ccccc1,-40.3,-3.6,-7.7,-45.8,10.9,4.4,1.3,3.4
CCOC(=O)CSc1ncnc2c1cnn2-c1ccc(C)cc1,15.6,33.6,18.5,-12.7,14.1,6.5,20.9,7.4
O=c1cc(CSc2nc3ccccc3[nH]2)c2ccccc2[nH]1,-4.2,-5.0,7.3,3.2,-3.5,-3.4,-6.8,-19.1
Cc1ccc(-n2ncc3c(=O)n(CC(=O)NC4CCCCC4)cnc32)cc1C,14.5,5.0,-4.4,-14.7,-10.1,-7.5,6.8,5.5
Cc1ccc(Cn2cccc(NC(=O)NCc3ccccc3)c2=O)cc1,-15.1,-3.7,-1.0,15.1,-13.3,6.6,4.8,0.3
Cc1ccc2c(c1)C1CN(C)CCC1N2S(=O)(=O)c1ccc(C#N)cc1 (centres undefined),-12.5,-2.2,6.5,-24.3,11.9,-3.5,11.5,6.4
C=CCn1c(=O)c2ccc(C(=O)NCc3ccccc3)cc2n(Cc2ccccc2Cl)c1=O,11.2,-4.7,0.4,14.0,-1.2,-6.0,-9.8,-0.3
O=C(Nc1ccccc1Cl)C1CC(=O)N(c2ccccc2)C1 (centres undefined),-11.1,-3.8,1.4,11.4,-3.5,-6.0,-4.6,27.3
CN(Cc1cnn(C)c1)C(=O)C1CCC(=O)N(Cc2ccc(Cl)cc2)C1 (centres undefined),-2.9,-5.4,-3.6,0.8,-9.4,3.2,3.9,0.7
COCCC(=O)N1CCC(Oc2ccc(C(=O)NCCc3ccccn3)cc2)CC1,-25.9,-1.9,-2.4,4.9,-5.7,-1.3,-5.1,1.7
O=C(CSc1nnc(-c2ccccc2)o1)NC1CCS(=O)(=O)C1 (centres undefined),-6.9,2.3,4.2,19.9,-10.1,-11.8,8.2,0.7
O=C(CN1CCCCC1)N/N=C/c1ccc(Cl)cc1,18.8,-1.4,3.2,-2.8,-14.1,-0.5,7.2,1.7
CCN(CC)CCCn1c(C)cc2c(c1=O)C(c1cc(OC)c(OC)cc1OC)C(C#N)=C(N)O2 (centres undefined),10.4,-13.1,1.9,-1.0,5.3,0.2,-6.5,-10.4
COc1cccc(N2C(N)=NC(N)=NC2(C)C)c1,-78.6,3.4,4.1,16.5,4.5,2.3,-6.1,0.7
CCOc1ccc(-c2nnc(SCc3nnc(-c4ccccc4)o3)n2-c2ccccc2F)cc1,-42.4,-3.6,-1.6,-17.5,31.4,3.2,-1.8,4.5
Cc1ccc(C(=O)N2CCN(c3ccccc3)CC2)cc1C,-19.4,-2.3,4.0,-31.0,-11.2,-8.9,1.6,3.4
COc1ccc(CCCC(=O)Nc2ccccc2F)cc1,4.6,-5.2,4.6,-23.2,-4.0,-13.6,15.8,-6.4
CCc1cccc(NC(=O)CCS(=O)(=O)c2ccc(Br)cc2)c1,-0.8,-6.7,-3.4,9.5,-20.5,2.1,-2.5,-2.9
CCc1nnc(NS(=O)(=O)c2ccc(NC(=O)c3cc(Cl)ccc3Cl)cc2)s1,15.5,4.3,4.9,10.7,12.8,-10.6,-8.8,3.0
CCOC(=O)N1CCN(S(=O)(=O)c2cc(Br)cc3c2N(C(C)=O)C(C)C3)CC1 (centres undefined),9.6,-0.1,-9.1,12.5,-0.6,1.5,1.1,5.9

# Complete entries from above. Order of values: 697 NFkB inh	SENP8 inh	SENP7 block	Jurkat NFkB inh	Apaf1 inhib	HKDC1 inh	UBC13 inh	Gli-Sufu block
# CCOc1ccc(S(=O)(=O)N2CCC(C(=O)NCC(=O)Nc3cccc(Cl)c3C)CC2)cc1 is listed with 25.2	3.2	-2.9	22.2	-0.5	-3.5	10.9	-2.0
# CCOC(=O)N1CCN(S(=O)(=O)c2cc(Br)cc3c2N(C(C)=O)C(C)C3)CC1 (centres undefined) is listed with 9.6	-0.1	-9.1	12.5	-0.6	1.5	1.1	5.9

# 13 entries from above, sorted by SMILES length, descending:
SMILES,697 NFkB inh,SENP8 inh,SENP7 block,Jurkat NFkB inh,Apaf1 inhib,HKDC1 inh,UBC13 inh,Gli-Sufu block
CCN(CC)CCCn1c(C)cc2c(c1=O)C(c1cc(OC)c(OC)cc1OC)C(C#N)=C(N)O2 (centres undefined),10.4,-13.1,1.9,-1.0,5.3,0.2,-6.5,-10.4
C=CCn1c(=O)c2ccc(C(=O)NCc3ccccc3)cc2n(Cc2ccccc2Cl)c1=O,11.2,-4.7,0.4,14.0,-1.2,-6.0,-9.8,-0.3
CCOc1ccc(-c2nnc(SCc3nnc(-c4ccccc4)o3)n2-c2ccccc2F)cc1,-42.4,-3.6,-1.6,-17.5,31.4,3.2,-1.8,4.5
CCc1nnc(NS(=O)(=O)c2ccc(NC(=O)c3cc(Cl)ccc3Cl)cc2)s1,15.5,4.3,4.9,10.7,12.8,-10.6,-8.8,3.0
O=C(CSc1nnc(-c2ccccc2)o1)NC1CCS(=O)(=O)C1 (centres undefined),-6.9,2.3,4.2,19.9,-10.1,-11.8,8.2,0.7
O=c1cc(CSc2nc3ccccc3[nH]2)c2ccccc2[nH]1,-4.2,-5.0,7.3,3.2,-3.5,-3.4,-6.8,-19.1
O=C(Nc1ccccc1Cl)C1CC(=O)N(c2ccccc2)C1 (centres undefined),-11.1,-3.8,1.4,11.4,-3.5,-6.0,-4.6,27.3
O=C(NC(=S)Nc1ccc2[nH]ncc2c1)c1ccccc1,-40.3,-3.6,-7.7,-45.8,10.9,4.4,1.3,3.4
Cc1ccc(C(=O)N2CCN(c3ccccc3)CC2)cc1C,-19.4,-2.3,4.0,-31.0,-11.2,-8.9,1.6,3.4
COc1cccc(N2C(N)=NC(N)=NC2(C)C)c1,-78.6,3.4,4.1,16.5,4.5,2.3,-6.1,0.7
COc1ccc(CCCC(=O)Nc2ccccc2F)cc1,4.6,-5.2,4.6,-23.2,-4.0,-13.6,15.8,-6.4
COc1ccccc1C1SCCN1S(C)(=O)=O (centres undefined),21.8,-5.9,-2.9,3.0,-3.1,-1.4,-5.6,-13.0
ONC(=Nc1ccccc1)c1ccccc1Cl,2.5,0.7,-1.8,-0.7,6.1,-1.1,2.7,0.4

# Compound activity (PubChem)
